PLK1 PBD block = PLK1 (human) polo-box domain binding inhibition; Plk1 PBD binding of FITC phosphopeptide, fluorescence polarization; Potency, µM, for the others: max response, negative = inhibition, usual class: inhibitors; 2.8% of 360,000 active; AID 720504; note: potency is the fitted concentration of half-maximal effect; series mostly up to about 57 µM; % is set by controls: 0 for no effect and ±100 for the full control effect; nearly all actives have a fitted effect of over 65% in size
MmCpn inh = blocks the Methanococcus maripaludis chaperonin Mm-Cpn. purified Mm-Cpn ATPase, ADP Transcreener TR-FRET. Potency, µM (titrated, usually from 76.9 µM), inactives show at the highest dose activity, negative = inhibition, most hits filed as inhibitors. 0.031% of 330,000 active; note: potency is the fitted concentration of half-maximal effect; % is set by controls: 0 for no effect and ±100 for the full control effect; nearly all actives have a fitted effect of over 80% in size
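Inhibition of chaperonin ATP hydrolysis is measured as reduced ADP production, detected by competitive TR-FRET in which signal falls with ADP. Final enzyme 25 nM and ATP 10 uM, reacted 30 min at 37°C.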
EPAC2 antag = antagonists of human EPAC2. Q8WZA2. EPAC2 GEF exchange of Rap1B-BODIPY-GDP, fluorescence. Potency, µM (series often up to 114 µM), for inactives: at the highest dose activity, negative = inhibition, usual class: inhibitors. 0.18% of 360,000 active. AID 720708; note: potency is the fitted concentration of half-maximal effect; % is set by controls: 0 for no effect and ±100 for the full control effect; nearly all actives have a fitted effect of over 45% in size; many of its hits are not listed in these tables
Target sequence (Q8WZA2 whole entry, looked up): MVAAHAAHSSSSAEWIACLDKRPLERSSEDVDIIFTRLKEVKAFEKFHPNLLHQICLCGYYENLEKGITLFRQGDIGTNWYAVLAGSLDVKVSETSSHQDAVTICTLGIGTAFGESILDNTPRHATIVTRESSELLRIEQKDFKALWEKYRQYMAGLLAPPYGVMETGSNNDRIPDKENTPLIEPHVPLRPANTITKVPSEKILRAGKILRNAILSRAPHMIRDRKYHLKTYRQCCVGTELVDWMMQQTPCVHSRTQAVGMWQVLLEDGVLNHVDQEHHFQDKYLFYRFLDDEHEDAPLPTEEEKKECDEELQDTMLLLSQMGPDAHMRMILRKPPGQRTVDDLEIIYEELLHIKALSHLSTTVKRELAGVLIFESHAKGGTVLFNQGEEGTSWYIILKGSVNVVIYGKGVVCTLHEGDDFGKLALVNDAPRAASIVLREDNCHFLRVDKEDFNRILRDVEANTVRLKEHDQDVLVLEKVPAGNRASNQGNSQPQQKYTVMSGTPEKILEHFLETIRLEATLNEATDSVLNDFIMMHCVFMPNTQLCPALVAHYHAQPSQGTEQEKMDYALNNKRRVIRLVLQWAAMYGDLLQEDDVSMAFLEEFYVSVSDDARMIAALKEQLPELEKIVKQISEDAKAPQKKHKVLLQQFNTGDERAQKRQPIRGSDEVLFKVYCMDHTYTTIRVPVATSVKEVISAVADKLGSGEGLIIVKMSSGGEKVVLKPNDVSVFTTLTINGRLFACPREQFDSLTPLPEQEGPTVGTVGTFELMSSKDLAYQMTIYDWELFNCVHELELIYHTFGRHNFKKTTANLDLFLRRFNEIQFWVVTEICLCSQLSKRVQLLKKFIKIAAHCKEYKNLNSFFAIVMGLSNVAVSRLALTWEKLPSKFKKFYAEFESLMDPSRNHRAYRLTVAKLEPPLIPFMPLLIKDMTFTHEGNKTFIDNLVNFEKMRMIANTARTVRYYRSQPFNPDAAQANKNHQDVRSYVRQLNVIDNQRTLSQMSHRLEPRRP
EPAC1 antagonist = EPAC1 (human) antagonism. Potency, µM (series often up to 115 µM), for the others: at the top dose activity change, negative = inhibition, most hits filed as inhibitors. EPAC1 GEF assay, Rap1b-BODIPY-GDP exchange fluorescence. 0.14% of 360,000 active;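 note: potency is the fitted concentration of half-maximal effect; plate controls were vehicle for no effect and positive control for full effect; nearly all actives have a fitted effect of over 50% in size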
EPAC1 agonist = agonists of human EPAC1; EPAC1 agonist qHTS, biochemical assay; response scale: 100% = response to 6.5 mM cAMP; Potency, µM (series often up to 154 µM), without a hit: at the highest dose activation, most hits filed as activators; 0.073% of 360,000 active; AID 720707; note: potency is the fitted concentration of half-maximal effect; nearly all actives have a fitted effect of over 60% in size
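Fluorescent GDP-exchange assay: 100 nM EPAC1 with 250 nM Rap1B preloaded with BODIPY-GDP and 50 uM GDP; compounds tested as concentration series, 5 min at room temperature, then read every 5 min for 30 min (ex 480/em 540 nm); normalized to 6.5 mM cAMP.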
CCT chaperon mod = modulators of cytosolic chaperonin (CCT/TRiC) activity. purified chaperonin ATPase assay, HTRF ADP detection, 30 min. activity change, % (concentration not given with the values), hits read low. 0.3% of 360,000 active; in the data active = activity change below about -30%; note: % is set by controls: 0 for no effect and ±100 for the full control effect
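TRiC at 40 or 20 nM final (batch-dependent) in 30 mM Tris pH 7.4, 100 mM KCl, 5 mM MgCl2, 1 mM DTT, with compound at single 76 uM and 10 uM ATP, 30 min at 37 deg C. ADP detected by HTRF Transcreener, 665/615 ratio.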
WRN inhibitor = blocks human WRN helicase | Q14191 | WRN helicase unwinding, fluorescent forked duplex, kinetic | Potency, µM (series often up to 114 µM), inactives show top-dose activity change, negative = inhibition, most hits filed as inhibitors | 0.46% of 360,000 active; note: potency is the fitted concentration of half-maximal effect; % is set by controls: 0 for no effect and ±100 for the full control effect; nearly all actives have a fitted effect of over 55% in size
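WRN at 20 nM final was preincubated with compound for 15 min at room temperature; reaction started with 100 nM forked duplex oligonucleotide carrying fluorophore and quencher plus 2 mM ATP (final). Unwinding followed kinetically by red fluorescence (ex 525/em 598 nm).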
PI5P4Ka inh = PI5P4K alpha (human) kinase inhibition | P48426 | PI5P4Kalpha enzyme, ADP-Glo luminescence, 60 min; active compounds read low | max response, % | 1.2% of 330,000 active | AID 652105; active = max response of -50% or lower; inconclusive = between -30% and -50%; inactive = -30% or higher; note: value at the top dose of about 77 µM; % is set by controls: 0 for no effect and ±100 for the full control effect
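Enzyme plus substrate dispensed, test compounds pinned in, then ATP (5 microM final) added. After 60 min at RT, ADP-Glo reagent 1 for 45 min and reagent 2 for 30 min preceded luminescence imaging.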
Numbers without * were called inactive; ? = inconclusive; . = no result given; [ ] = remark or other dose. Unless noted, calls come from the whole dose curve; as a rule, active = well fitted curve in the direction sought with a large enough effect; inconclusive = small, poorly fitted or top-dose-only effect, or another doubt; inactive = no such curve, though single readings can be large; an effect the other way counts as inactive or inconclusive.

Sequence of screens – PLK1 PBD block, MmCpn inh, EPAC2 antag, EPAC1 antagonist, EPAC1 agonist, CCT chaperon mod, WRN inhibitor, PI5P4Ka inh
C[C@H]1CN([C@@H](C)CO)C(=O)c2cc(C3=CCCC3)cnc2O[C@@H]1CN(C)C(=O)c1ccncc1
    -8%, ., 9%, 8%, -12%, -1.4, 6%, -10
CCN(CCO)CC1CCCC2CCCCC21 (centres undefined)
    -11%, ., 7%, 3%, 2%, -2.0, 2%, -4
Cc1nc(Nc2ccccc2O)c2oc3ccccc3c2n1
    5%, -4%, -9%, -5%, 3%, -0.4, -10%, -3
CCOC(=O)N1CCC(Nc2c(NCCCOC)c(=O)c2=O)CC1
    1%, -3%, 12%, 1%, -4%, 3.4, -12%, .
COc1ccc(NC(=O)C2CCCN(C(=O)NC3CCCCC3)C2)cc1OC (centres undefined)
    -9%, 1%, -3%[57.1 µM], -10%, -4%, -1.7, -10%, 0
CCOC(=O)N(C)c1c(CC)nc2c(OCc3ccccc3C)cccn12
    -14%, ., -8%, -17%, 0%, 0.5, 6%[57.1 µM], -4
Cc1ccccc1NC(=O)c1ccc(CN2CCC(Cc3ccccc3)CC2)cc1
    -6%, -1%, -2%[57.1 µM], -9%, 5%, -3.8, -8%, -10
CCOC(=O)C(C)n1cnc2sc3c(c2c1=O)CCC3 (centres undefined)
    -11%, 1%, -8%, 18%, 7%, -3.7, -8%, -25
Cc1ccc2c(=O)[nH]c(Cc3ccccc3C(=O)O)nc2c1
    -15%, 1%, 0%, -29%, 2%, -0.9, -11%, ?
COC(=O)/C(C#N)=C/c1c(N2CCN(c3ccc(OC)cc3)CC2)nc2c(C)cccn2c1=O
    -8%, 0%, -5%, -3%, 5%, -6.6, 0%, 7
N#CCO/N=C(\c1ccccc1)c1ccncc1
    -3%, 3%, -1%, -1%, 6%, -4.5, -2%, .
CC1CCN(S(=O)(=O)c2ccc(F)c(C(=O)O)c2)CC1
    -5%, -1%, 3%, 16%, -3%, -1.0, 6%, 4
COCCCNC(=O)Cn1cnc2c(NCc3ccccc3)ncnc21
    -4%, 1%, 2%, -4%, 10%, -0.4, -7%, 10
COc1ccc(-n2nnnc2SCC(N)=O)cc1
    -7%, -1%, -2%, 7%, -1%, -4.3, 0%, 2
O=C(CN1CCN(C(=O)c2ccco2)CC1)Nc1cc(S(=O)(=O)N2CCCC2)ccc1Cl
    -4%, ., 5%, 6%, -9%, -2.0, -6%, 5
O=C(Nc1ccc(CN2CCOCC2)cc1)c1ccc(-c2ccc(Br)cc2)o1
    0%, -24%, 3%, -12%, 12%, 2.1, -28%, .
COCCNC(C(=O)Nc1ccc(C)cc1[N+](=O)[O-])c1ccccc1 (centres undefined)
    -9%, 2%, -14%, 1%, 2%, 1.7, -23%, 6
Cc1nc2sccn2c(=O)c1S(=O)(=O)Nc1ccc(N2CCN(C)CC2)cc1
    0%, -2%, 12%, 15%, -11%, 1.8, 0%, 0
COc1cccc(NC(=O)CCC2CCN(C(=O)c3sccc3C)CC2)c1
    0%, 1%, 1%, 2%, 5%, 2.3, -24%, -1
CC1(C2CCCC2)NC(=O)NC1=O (centres undefined)
    -7%, ., -3%, 3%, 5%, 0.1, 6%, 22
Cc1ccc(Cc2c(-c3ccccc3)nc3c4ccccc4ccn23)cc1
    3%, ., 1%, -5%, 0%, -0.2, 3%, 7
O=c1c2cnn(-c3ccccc3)c2nc(-c2cccs2)n1-c1ccc(Cl)cc1
    4%, -5%, 12%, 11%, 4%, 0.8, 1%, -1
COc1ccc(NC(=O)Cn2nc(C(=O)O)c3ccccc3c2=O)cc1OC
    -6%, -1%, -4%, -3%, -2%, -1.2, -13%, -2
CN(C)c1ccc(C(=O)OCC(=O)Nc2ccc(S(N)(=O)=O)cc2)cc1
    -18%, -4%, 50µM*, 50µM*, ?, -2.3, 45µM*, 3
O=C(NCCn1cc(SCc2ccc(F)cc2)c2ccccc21)c1c(F)cccc1F
    -10%, -9%, -3%, -24%, 7%, -0.2, -9%, 10
COc1ccc(-c2nc(C(N)=O)c3[nH]c(=O)n(-c4cccc(C)c4)c3n2)c(OC)c1
    -13%, 1%, 8%, 5%, 2%, -2.8, -4%, -11
N#Cc1cc2c(nc1SCc1ccccc1)CCCC2
    -8%, -10%, -2%, 4%, 3%, -1.1, -7%, 25
CCc1nc2ccc(C(=O)Nc3cc(-c4ccccc4)ccc3OC)cn2c1N(C)Cc1nccs1
    -10%, ., 0%, -18%, 6%, -4.7, -4%, -6
COc1cc(N)c(Cl)cc1C(=O)OCC(=O)NCc1cccs1
    -6%, 1%, -4%, -15%, -1%, -2.3, -2%, 6
CCCOc1ccc2[nH]c(C(=O)N/N=C/c3cc(OC)c(OC)c(OC)c3)cc2c1
    -5%, -9%, -10%, -15%, 7%, -1.7, -11%, 0
COc1ccc(C(=O)COC(=O)c2cnc(C)cn2)c(OC)c1
    -2%, 0%, 0%, -5%, 3%, -6.6, -8%, -56*
COc1ccc(Cl)cc1NC(=O)CN(C)C(=O)c1cc2c(s1)CCCC2
    -1%, -3%, -16%, -9%, 12%, 0.5, -10%, 14
Cc1ccc(C(=O)NCc2ccc3c(c2)OCO3)o1
    -7%, 2%, 12%, -3%, -5%, -5.2, 3%, -2
COc1ccc(NC(=O)N2CCCCCC2)c(OC)c1
    0%, -1%, -5%, 14%, -4%, -8.4, 1%, -1
COc1cccc(NC(=O)CNC(=O)c2ccc(C)o2)c1
    -4%, 1%, 7%, -2%, 2%, -0.3, -15%, -4
O=C(OCc1ccc(F)cc1)c1cc2ccccc2cc1O
    4%, 0%, 6%, 8%, -8%, -3.0, 4%, 16
Brc1cccc2sc(N3CCCC3)nc12
    -6%, 1%, 0%, -23%, 5%, 0.5, -10%, -8
O=C(NCCN1CCCC1)C1CCN(S(=O)(=O)N2CCC3(CC2)OCCO3)CC1
    -10%, -1%, 2%, 6%, 4%, -3.2, -3%, .
COC(=O)C1CN(C(=O)COc2ccc(Cl)cc2Cl)c2ccccc2O1 (centres undefined)
    -3%, 0%, -19%, -20%, 21%, 1.0, -6%, 2
O=C(Nc1ccc(F)cc1F)c1cc2n(n1)C(C(F)(F)F)C1CCCCC1N2 (centres undefined)
    -1%, 0%, -3%, -7%, 1%, -3.0, -17%, -1
NC(=O)CC(NC(=O)Cc1ccc(Cl)cc1)c1ccc(N2CCN(c3ccccn3)CC2)c([N+](=O)[O-])c1 (centres undefined)
    3%, -2%, -15%, 7%, 4%, -2.1, -8%, -4
Cc1ccc[n+](CC(=O)c2ccc(Cl)cc2)c1
    -4%, -2%, 12%, 7%, -4%, 1.8, -13%, 2
COc1ccc(-n2nc(C(=O)NCC(=O)NCc3ccc(F)cc3)c3ccccc3c2=O)cc1
    -5%, -7%, -2%, 4%, 5%, 0.5, -7%, 6
O=S(=O)(c1ccccc1)c1nc(-c2ccco2)oc1NCCCN1CCOCC1
    -1%, 2%, 11%, 1%, 3%, -3.2, -7%, -2
Cc1cc(C)c2nc(-c3ccccn3)cc(C(=O)Nn3cnnc3)c2c1
    -6%, 1%, 14%, 2%, -8%, 1.3, -4%, -25
COc1ccc(NC(=O)C2CCN(c3nc(-c4ccc(OC)cc4)no3)CC2)cc1
    -11%, 1%, -12%, -14%, -7%, 0.0, 0%, 1
CCCCCCN1C[C@H](O)[C@@H](n2cc(C3CC3)nn2)C[C@@H]1c1ccc(C)cc1
    -3%, ., -24%, -22%, -23%, -2.3, -6%, -7
COc1ccc(C(O)c2nc(-c3ccc(OC)c(OC)c3)cs2)cc1 (centres undefined)
    3%, ., -16%, -9%, -11%, 1.3, -2%[57.1 µM], 0
O=C(CS(=O)(=O)c1cn(CC(=O)N2CCCC2)c2ccccc12)Nc1ccccc1F
    -3%, -12%, 4%, -11%, 4%, -1.2, -35%, 2
Cc1ccccc1C(=O)/C=C1/SCC(=O)N1C
    1%, 3%, 1%, -7%, 12%, -1.5, 5%, 2
COc1ccc(CN(C)C(=O)c2[nH]c(C)c(C(C)=O)c2C)c(OC)c1OC
    -3%, -7%, 8%, 10%, 10%, -0.9, -3%, 13
CCOC(=O)c1cnn(-c2ncnc3c2oc2ccccc23)c1N
    0%, 2%, 14%, 6%, -4%, -0.1, 6%, -2
O=c1c(-c2ccco2)[n+]([O-])c2ccccc2n1OCc1c(F)cccc1F
    ?, 1%, 10%, 2%, 3%, -1.5, -11%, -19
Cc1ccc(S(=O)(=O)NCCC(=O)OCn2nnc3ccccc3c2=O)cc1
    -26%, 0%, -7%, 1%, 1%, 0.1, 0%, -4
CC(=O)c1ccc(NC(=O)CN2CCN(S(=O)(=O)c3ccc4c(c3)OCCO4)CC2)cc1
    -8%, ., 22%, 10%, 17%, 0.8, 3%, -11
CCN(C(=O)COC(=O)c1ccc([N+](=O)[O-])o1)C1CCCCC1
    -19%, 0%, 5%, -3%, 8%, -2.9, 18%, -4
COc1ccc(C2=CCCCCC2)cc1OC
    -4%, ., ?, -4%, -2%, -0.4, -16%, 1
O=C(NCc1ccco1)c1nn2cccnc2c1Cl
    1%, -4%, 1%, 20%, -9%, 0.1, 2%, 2
COc1ccc(Nc2nc3c(C)cccc3cc2C#N)c(OC)c1
    7%, -2%, 5%, 0%, -4%, -3.1, 2%, 1
CCCn1c(C(C)Nc2nc(C)cs2)nc2cc(Cl)c(Cl)cc21 (centres undefined)
    -20%, 1%, -1%, -2%, 5%, 0.4, -5%, -3

WRN inhibitor, hit marks shown above.
molecule,PLK1 PBD block,MmCpn inh,EPAC2 antag,EPAC1 antagonist,CCT chaperon mod,WRN inhibitor,PI5P4Ka inh
CN(C)c1ccc(C(=O)OCC(=O)Nc2ccc(S(N)(=O)=O)cc2)cc1,-18%,-4%,50µM*,50µM*,-2.3,45µM*,3

Continuation:
Sequence of screens – PLK1 PBD block, MmCpn inh, EPAC2 antag, EPAC1 antagonist, EPAC1 agonist, CCT chaperon mod, WRN inhibitor, PI5P4Ka inh
O=C(COC(=O)CCC(=O)c1cccs1)NCc1ccc(Cl)cc1
    -2%, 3%, -15%, -7%, 5%, -0.7, -13%, 1
O=C(Nc1cccc(S(=O)(=O)N2CCCCCC2)c1)c1ccc2ccccc2n1
    2%, -2%, 6%, -3%, 0%, 0.4, 0%, -4
Oc1ccc2ccccc2c1CNc1ccc(Br)cn1
    5%, 0%, -20%, 3%, 13%, -2.2, -4%, 17
CCn1ncc(/C=N/NS(=O)(=O)c2ccc(Cl)cc2)c1C
    -4%, -1%, 0%, 0%, 4%, 1.1, 1%, 1
COc1ccc(Cl)cc1N(CC(=O)N/N=C/c1ccc(OC(C)C)cc1)S(=O)(=O)c1ccc(C)c([N+](=O)[O-])c1
    -1%, 0%, -2%, 9%, -13%, 0.3, -6%[57.1 µM], -2
COc1ccc(OC)c(N(CC(=O)N2CCC(C)CC2)S(=O)(=O)c2ccccc2)c1
    0%, 2%, 4%, 12%, 0%, 0.1, -3%, .

Source: PubChem BioAssay

This is a subset; the hit share may differ from the screen's.
